SIRT5 inh: sirtuin-5 (human) deacylase inhibition. Q9NXA8. inhibition, % at 15 µM. AID 652115. Purified SirT5, succinyl-peptide AMC, trypsin-coupled fluorescence. 330,000 compounds, 1.1% hits; in the data active = inhibition above about 15%; inconclusive = no clear call, values can overlap the other calls
Target sequence (Q9NXA8 whole entry, looked up): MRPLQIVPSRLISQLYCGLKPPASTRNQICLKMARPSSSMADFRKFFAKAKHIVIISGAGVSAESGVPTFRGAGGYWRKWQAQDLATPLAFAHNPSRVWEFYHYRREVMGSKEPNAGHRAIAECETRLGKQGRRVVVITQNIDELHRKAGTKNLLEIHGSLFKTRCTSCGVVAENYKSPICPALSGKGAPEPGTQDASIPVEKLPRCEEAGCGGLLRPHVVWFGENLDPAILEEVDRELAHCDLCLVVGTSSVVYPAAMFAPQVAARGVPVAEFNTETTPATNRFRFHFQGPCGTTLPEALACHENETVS
LGR2 antag: inhibitors of bursicon-induced Drosophila LGR2 receptor cAMP signaling. 380,000 compounds, 0.35% hits. inhibition, % at 9.99 µM. HEK293 LGR2, CRE-luciferase, bursicon-stimulated, 4 h. AID 720647;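 active = drop in luminescence signal, shown as inhibition above about 50% in the replicate tests, limit read from the data, passing the limit was not always enough; inconclusive = probably only some replicates passing the limit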;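 note: agonist challenge used bursicon conditioned medium at about half maximal strength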
DENV2 CPE rescue: inhibitors of DENV2 cytopathic effect | DENV2-infected cells, cytopathic effect rescue, plate reader | 350,000 compounds, 1.7% hits | CPE inhibition, % at 9.99 µM | AID 651640; in the data active = CPE inhibition above about 20%, passing the limit was not always enough; inconclusive = no clear call, values can overlap the other calls; tested in BHK-21 cells;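 note: 0% = median of neutral control wells and 100% = median of positive control wells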
CASP6 VEID inh: caspase-6 (human) enzyme inhibition | inhibition, % at 12.5 µM | AID 686996 | purified caspase-6, Z-VEID-R110 cleavage fluorescence | 350,000 compounds, 0.53% hits | P55212;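 active = mean inhibition across replicates at least about 35%, with every replicate also reaching that limit, limit read from the data; inconclusive = only one of the two criteria met; inactive = neither criterion met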;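 note: 0% = median of neutral control wells and 100% = no fluorescence left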
Target sequence (P55212 24-179 limits assumed): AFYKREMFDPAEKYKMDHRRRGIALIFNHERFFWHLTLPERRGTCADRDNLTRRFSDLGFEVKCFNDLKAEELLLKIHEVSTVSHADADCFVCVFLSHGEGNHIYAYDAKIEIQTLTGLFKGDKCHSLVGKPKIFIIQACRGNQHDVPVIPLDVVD
Target sequence (P55212 194-293 limits assumed): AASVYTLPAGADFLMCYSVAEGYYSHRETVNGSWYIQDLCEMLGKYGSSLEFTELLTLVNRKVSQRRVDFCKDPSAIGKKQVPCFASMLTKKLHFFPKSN
ARNT TACC3 PPI: ARNT/TACC3 interaction disruption; 390,000 compounds, 0.66% hits; inhibition, % at 9.99 µM; AlphaScreen His-ARNT PAS-B/GST-TACC3 binding, luminescence; TACC3 fragment carries E629A point mutation; Q9Y6A5;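 active = mean inhibition of replicates at least 50% and at least half of replicates each reaching 50%; inconclusive = half or more replicates reach 50% but mean below 50%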;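 note: 0% = complete ARNT plus TACC3 wells and 100% = ARNT alone without TACC3; many hits fall short of the cut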
PAX8 inh HTS: inhibitors of PAX8 transcriptional activity in RMG-I cells; RMG-I TPO-luciferase reporter, SteadyGlo, 24 h; inhibition, % at 12.6 µM; 360,000 compounds, 1.2% hits; AID 652154;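 active = mean replicate inhibition at least 60% with every replicate also reaching 60%; inconclusive = only one of the two criteria is met; inactive = mean below 60% and not all replicates reaching 60%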;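 note: luciferase light reporting Pax8 driven TPO promoter activity; plate controls were median of neutral control wells for no effect and mitoxantrone controls for full effect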
EWS-Fli inh: inhibitors of EWS/Fli oncoprotein transcriptional activity; A673 NR0B1-luciferase reporter, viability-normalised; inhibition, % at 12.6 µM; 350,000 compounds, 0.67% hits;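 active = mean inhibition of at least 50% after viability correction, with every replicate also passing that limit; inconclusive = mean reaches 50% but only one of two replicates passes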;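 note: firefly luciferase signal divided by Alamar Blue viability fluorescence both relative to DMSO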
Active calls of the source: *; ? = inconclusive; · = no result given.

SMILES | SIRT5 inh | LGR2 antag | DENV2 CPE rescue | CASP6 VEID inh | ARNT TACC3 PPI | PAX8 inh HTS | EWS-Fli inh
C[C@@H]1CN([C@@H](C)CO)C(=O)c2c(c3ccccc3n2C)-c2ccccc2CO[C@H]1CN(C)S(=O)(=O)c1ccsc1 | · | -2 | -2 | -1 | 4 | 29 | 1
Cc1ccccc1-c1ccc([C@H]2[C@H](CO)N3CCCCN(CC4CC4)C[C@@H]23)cc1 | -4 | 11 | 10 | 1 | -1 | -15 | 7
Fc1ccccc1/C=N/Nc1cc(N2CCCCC2)ncn1 | 0 | · | -2 | -3 | 23 | -115 | -10
C[C@H](CO)N1C[C@H](C)[C@H](CN(C)S(=O)(=O)c2ccc(Cl)cc2)Oc2ccc(NC(=O)Nc3ccc(F)cc3)cc2CC1=O | -4 | 9 | 5 | -2 | 3 | 74* | 31
Cc1cc(OC(C)C(=O)NCCCN2CCOCC2)c2c(C)c(C)c(=O)oc2c1 (stereo not given) | -24 | 4 | 7 | 4 | -1 | -8 | 10
COc1ccc(/C=C2\N=C3CCCN3C2=O)cc1 | 5 | -25 | 2 | -1 | -2 | -122 | -65
COc1cc(CC(=O)NCC2COc3ccccc3O2)cc(OC)c1OC (stereo not given) | -1 | 18 | -2 | -1 | -20 | -1 | 4
CC1=C(C(=O)N2CCOCC2)CC(CC(=O)NC2CCCC2)C(=O)N1Cc1ccc(C(C)(C)C)cc1 (stereo not given) | -3 | -15 | 0 | 0 | · | -7 | 1
O=C(CC1SC(N2CCOCC2)=NC1=O)Nc1ccc(Cl)c(C(F)(F)F)c1 (stereo not given) | -2 | -7 | -2 | 25 | -8 | 6 | 3
CC(C)c1nc(SCC(=O)NC2CCCC2)c2c(=O)n(C)c(=O)n(C)c2n1 | -2 | -19 | -14 | 1 | -10 | -13 | 7
COCC(=O)Nc1ccc2c(c1)OC[C@H](C)N(C(=O)C1CCCC1)C[C@H](C)[C@@H](OC)CN(C)C2=O | · | -2 | · | · | -3 | 1 | -11
CC(=O)N(C)C[C@@H]1[C@@H](c2ccc(C#Cc3ccccn3)cc2)[C@@H](CO)N1C(C)=O | 10 | 10 | 8 | -1 | · | · | -5
CCCN(CCC)c1c([N+](=O)[O-])c(=O)oc2ccccc12 | · | -7 | · | · | 9 | 23 | ·
CCCCn1c(N)c(N(CC(C)C)C(=O)CSc2ccc3c(c2)OCCO3)c(=O)[nH]c1=O | -1 | 0 | 0 | 1 | -3 | -8 | 1
CC(=O)Nc1ccc(S(=O)(=O)N(C)c2ccc(OCC(=O)NCCc3ccccc3F)cc2)cc1 | -3 | -26 | 0 | -2 | -3 | 10 | -2
Cc1cccc(S(=O)(=O)N2CC[C@@H]3[C@H]2c2cc(C4=CCCCC4)ccc2N[C@@H]3CO)c1 | 2 | -20 | -24 | 0 | 20 | 91* | 8
CCOc1cc(/C=C2/N=C(c3ccc4c(c3)OCO4)OC2=O)ccc1OC(C)=O | -8 | -18 | 14 | 2 | -2 | -43 | -7
COc1ccc(NC(=O)c2nc[nH]c2C(=O)N[C@@H](C)c2ccccc2)cc1 | · | -9 | 6 | 2 | 8 | 1 | -21
C[C@@H](NC(=O)C[C@@H]1C[C@H]2c3cc(NC(=O)Nc4ccccc4F)ccc3O[C@H]2[C@H](CO)O1)c1ccccc1 | -1 | -10 | 0 | 0 | 6 | 11 | 9
CCOc1cc(NC(=S)NCc2ccccc2)c(OCC)cc1NC(=O)C(C)C | -3 | 6 | ? | -1 | -1 | -11 | 11
Cc1ccc(-c2csc(NC(=O)C3CCN(S(=O)(=O)c4cccs4)CC3)n2)cc1 | · | 6 | · | · | -2 | 17 | ·
CCC(=O)N1C[C@H]2[C@@H](c3ccccc31)[C@@H](CO)N2C(=O)CC | -1 | 3 | -5 | 0 | 3 | -25 | -4
CCCNC(=O)N1CC(=O)N2[C@H](CO)[C@@H](c3ccc(C#CCC4CCCC4)cc3)[C@@H]2C1 | 3 | 18 | 8 | 4 | · | · | 0
COc1ccc(C(C(=O)NC2CCCCC2)n2c(=O)c(-c3ccco3)nc3ccccc32)cc1 (stereo not given) | 3 | 4 | -12 | -2 | · | 21 | 12
O=C(NCc1cccnc1)c1ccccc1[N+](=O)[O-] | 4 | 27 | 5 | 0 | 1 | -10 | 0
Cc1ccc(-n2ncc3c2CC(C)(C)CC3NC(=O)CCc2ccncc2)cc1 (stereo not given) | -6 | 10 | 7 | -1 | -1 | 14 | 10
Cc1cnc(CNC(=O)c2ccc3nc([C@@H]4O[C@H](CO)[C@H](O)[C@H](O)[C@H]4O)[nH]c3c2)cn1 | · | -5 | 1 | 7 | · | -1 | 5
Cc1c(C)[n+](=O)c(-c2ccc(Br)cc2)c(C)n1[O-] | -7 | · | -5 | -7 | -6 | 1 | 4
Cc1ccc(NC(=O)c2ccc(S(=O)(=O)NCc3cccnc3)cc2)cc1C | 0 | -2 | -2 | -1 | · | -5 | -12
O=C(c1ccoc1)N1CCN(c2cc(-c3ccco3)nc3cc(-c4ccccc4)nn23)CC1 | 3 | 6 | -14 | 5 | · | 36 | 12
Cc1cc(C(=O)Nc2ccc3c(c2)C(=O)N(C)[C@@H]2CC[C@H](CC(=O)N[C@@H](C)c4ccccc4)O[C@H]2CO3)no1 | 2 | 1 | -8 | -1 | -3 | 12 | 2
COc1ccc2c3c([nH]c2c1)[C@@H](CO)N(Cc1cccnc1)CC31CN(C(=O)CN(C)C)C1 | -1 | -2 | -8 | -19 | · | · | -16
CCNC(=O)[C@H]1[C@H](CO)[C@H]2Cn3c(ccc(-c4ccccc4)c3=O)[C@H]2N1CC | 6 | -5 | ? | 3 | 11 | 24 | 13
Cn1cnnc1Sc1ccc(C(=O)OCC(=O)NCC(F)(F)F)cc1[N+](=O)[O-] | 0 | -2 | -3 | -1 | -11 | -14 | 8
COc1ccc(C(=O)NCCCCNC(=O)c2ccc(OC)c(OC)c2)cc1OC | -1 | -14 | 4 | 1 | 5 | -8 | 3
O=C(Nc1ccccc1)c1cc2ccccc2s1 | · | -34 | -2 | -1 | 0 | -134 | -138
CCCc1cc(C(=O)OCC(=O)N2CCN(c3ccc(OC)cc3)CC2)sc1C | 1 | -2 | 2 | 3 | 2 | 14 | -4
C[C@H]1CN([C@@H](C)CO)C(=O)c2cc(C3=CCCC3)cnc2O[C@@H]1CN(C)Cc1ccccn1 | 5 | 6 | -1 | -3 | 3 | -14 | -11
CCC(=O)N1[C@@H]2Cn3c(ccc(-c4ccncc4)c3=O)[C@H]1[C@@H](C(=O)NC1Cc3ccccc3C1)[C@@H]2CO | -62 | 0 | 2 | 4 | 2 | -6 | 0
CO[C@@H]1CN(C)C(=O)c2ccc(NC(=O)c3cccc(F)c3)cc2OC[C@@H](C)N(C)C[C@@H]1C | -4 | -13 | -2 | · | -3 | · | 3
CCN(Cc1nc2ccccc2n1C)c1ccccc1 | 4 | -18 | -6 | -2 | 15 | -3 | -1
CC(/C=C1\SC(=Nc2cccnc2)NC1=O)=C\c1ccccc1 | -4 | 16 | -6 | -1 | 2 | -3 | 24
CCOc1ccc(S(=O)(=O)Nc2cccc(C(=O)N(C)CC(=O)Nc3ccc(OC)cc3)c2)cc1 | 0 | -8 | -1 | 3 | · | 11 | 3
CC(C)c1cccc(C(C)C)c1OC(=O)NC(=O)c1c(F)cccc1F | -2 | 14 | ? | -3 | -4 | -1 | 3
COC(=O)C1=CN(c2ccc(OC)cc2)C=C(C(=O)OC)C1c1cccc(F)c1 | 3 | -10 | 18 | 0 | -27 | 0 | -20
NC1=NC(=O)/C(=C/c2cn(Cc3ccccc3)c3ccccc23)S1 | 1 | -17 | -5 | 5 | 13 | -51 | -5
CNc1c(N)c(=O)oc2ccccc12 | -2 | -3 | 3 | 22 | -5 | 16 | 2
CC(C)c1ccc(NC(=O)c2ccc3c(c2)CCN3S(C)(=O)=O)cc1 | -2 | -7 | 1 | -3 | 6 | 10 | -21
COc1ccc(C(=O)c2c(C)c(CCC#N)n3ccccc23)c(OC)c1 | -3 | 7 | 3 | 0 | -2 | -11 | 0
CCc1ccc(CN2CCC(n3nccc3NC(=O)Cc3ccccc3)CC2)o1 | -8 | 14 | 1 | 1 | 8 | 8 | 6
CC(C)(C)C(=O)NN=C1CCC(c2ccccc2)CC1 (stereo not given) | -3 | 8 | 2 | 0 | -9 | -5 | ·
C[C@@H]1CCCCO[C@@H](CN(C)C(=O)C2CCCCC2)[C@@H](C)CN([C@@H](C)CO)C(=O)c2cc(NC(=O)Nc3cccc4ccccc34)ccc2O1 | 4 | -1 | 6 | 0 | 17 | 12 | -5
COCC(=O)Nc1ccc2c(c1)[C@@H]1C[C@@H](CC(=O)N[C@@H](C)c3ccccc3)O[C@@H](CO)[C@@H]1O2 | 1 | -19 | 7 | 1 | 8 | 24 | 6
CN1CCN(C(=O)C[C@H]2CC[C@H]3[C@@H](COC[C@@H](O)CN3Cc3cccc(-c4ccncc4)c3)O2)CC1 | 0 | -9 | -4 | 1 | -3 | -5 | 12
CCOc1ccc(C(=O)NCC2CCN(CC3CCCCC3)CC2)cc1 | -2 | · | ? | -4 | -7 | 13 | -1
CC(C)NC(=O)N(C)C[C@@H]1Oc2ccc(NC(=O)CCC(F)(F)F)cc2CC(=O)N([C@H](C)CO)C[C@@H]1C | 7 | 11 | 3 | 1 | 9 | 6 | -2
CCOC(=O)C1CCN(C(=O)c2cccc(S(=O)(=O)N3CCc4ccccc43)c2)CC1 | 1 | -1 | 1 | 1 | -6 | 13 | -1
COc1ccc(-c2cc3c(c4c2ccn4C)C2CCC3O2)cn1 (stereo not given) | 0 | -12 | -6 | 3 | · | -12 | 0
CNC[C@@H]1Oc2ccc(NC(=O)Nc3cccc4ccccc34)cc2C(=O)N([C@@H](C)CO)C[C@H]1C | 2 | -6 | -4 | -1 | 0 | -8 | -10
CO[C@@H]1CN(C)C(=O)c2cc(NS(=O)(=O)CC(F)(F)F)ccc2OC[C@H](C)N(CCC(F)(F)F)C[C@H]1C | 2 | 15 | -2 | 2 | -1 | -1 | 2

Three compounds already listed, arranged by formula weight, low to high:
SMILES | SIRT5 inh | LGR2 antag | DENV2 CPE rescue | CASP6 VEID inh | ARNT TACC3 PPI | PAX8 inh HTS | EWS-Fli inh
CC(C)(C)C(=O)NN=C1CCC(c2ccccc2)CC1 (stereo not given) | -3 | 8 | 2 | 0 | -9 | -5 | ·
CCOc1ccc(C(=O)NCC2CCN(CC3CCCCC3)CC2)cc1 | -2 | · | ? | -4 | -7 | 13 | -1
CO[C@@H]1CN(C)C(=O)c2cc(NS(=O)(=O)CC(F)(F)F)ccc2OC[C@H](C)N(CCC(F)(F)F)C[C@H]1C | 2 | 15 | -2 | 2 | -1 | -1 | 2

(more compounds)
SMILES | SIRT5 inh | LGR2 antag | DENV2 CPE rescue | CASP6 VEID inh | ARNT TACC3 PPI | PAX8 inh HTS | EWS-Fli inh
CSc1c(CC(=O)Nc2ccccc2)n(Cc2ccccc2)c2ccccc12 | -18 | · | 0 | -2 | 7 | 2 | 12
CCCN1[C@@H]2c3ccc(-c4cccc(F)c4)c(=O)n3C[C@@H]2[C@@H](CO)[C@@H]1C(=O)N[C@@H](C)c1ccccc1 | -2 | 8 | 5 | 9 | 1 | · | 10
C[C@@H]1CN([C@H](C)CO)C(=O)CCCn2cc(nn2)CO[C@@H]1CN(C)CC1CCCCC1 | -4 | 0 | 2 | · | -1 | · | -7
CN(CC(=O)Nc1ccc(Cl)c(Cl)c1)C(=O)c1cccc2cccnc12 | -3 | -5 | -3 | -9 | 2 | 8 | -5
O=C(NC[C@H]1[C@H](c2ccccc2)[C@@H](CO)N1CC1CC1)c1cccnc1 | 2 | -5 | 2 | -3 | -4 | -22 | -3
CCN(C[C@H]1N[C@@](Cc2ccccc2)(C(=O)OC)[C@H]2C(=O)N(Cc3ccccc3)C(=O)[C@@H]12)S(=O)(=O)c1ccc(C)cc1 | -3 | 5 | 15 | -2 | 2 | 41 | 5
